GoLoco inh red: RGS12 GoLoco-Gai1 interaction inhibition | P63096 | Gai1:RGS12 GoLoco peptide FP, rhodamine, 10 min | Potency, µM (top dose mostly 61.6 µM), without a hit: at the highest dose activity, negative = inhibition, most hits filed as inhibitors | hit rate 0.44% among 230,000; active means well fitted inhibition curve with a large enough effect, not every such curve was filed as active; inactive means no such curve, though single readings can be large or run the other way; further: nearly all actives have a fitted effect of over 30% in size; many of its hits are not listed in these tables
Target sequence (P63096 whole entry, looked up): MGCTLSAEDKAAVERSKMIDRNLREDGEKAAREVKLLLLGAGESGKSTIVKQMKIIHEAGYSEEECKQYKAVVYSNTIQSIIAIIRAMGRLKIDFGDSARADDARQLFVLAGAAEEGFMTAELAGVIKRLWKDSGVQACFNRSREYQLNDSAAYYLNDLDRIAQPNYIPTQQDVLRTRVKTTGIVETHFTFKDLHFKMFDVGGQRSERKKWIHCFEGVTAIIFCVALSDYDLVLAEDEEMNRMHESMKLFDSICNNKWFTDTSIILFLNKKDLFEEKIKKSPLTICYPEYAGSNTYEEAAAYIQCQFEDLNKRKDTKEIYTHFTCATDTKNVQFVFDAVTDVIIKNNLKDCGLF
TexasRed fluor: Texas Red fluorescence interference in TRb-SRC2 counter-screen. Potency, µM (highest dose often 106 µM), for the others: at the highest dose fluorescence change, negative = quenching. TRb/SRC2 Texas Red total fluorescence interference. AID 1479. hit rate 0.29% among 280,000; active means well fitted curve in either direction with a large enough effect; inconclusive means small, poorly fitted or top-dose-only effect
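Human TRβ ligand-binding domain (0.6 uM) and Texas Red SRC2 peptide (20 nM) in Tris buffer with 1 uM T3 and 5% DMSO were incubated with pinned compound for 5 hr at ambient temperature. Total fluorescence was computed as S + 2P (555/632 nm).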
TRb-SRC2 inh: disrupts binding of human TR beta to SRC2; P10828; TRbeta-SRC2 peptide binding, fluorescence polarization; receptor liganded with 1 µM T3; Potency, µM (top dose mostly 106 µM), for the others: top-dose activity change, negative = inhibition, hits mostly inhibitors; hit rate 0.065% among 280,000; AID 1469;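 further: plate controls were bound peptide for no effect and peptide without receptor for full effect; nearly all actives have a fitted effect of over 50% in size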
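A fluorescence polarization screen tested compounds at multiple concentrations against complex formation between 0.6 uM TRb ligand-binding domain and 20 nM Texas Red SRC2 peptide, with 1 uM T3 present; readout after 5 hr.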
RECQ1 helicase: blocks DNA unwinding by human RECQ1 | P46063 | RECQ1 DNA unwinding, red fluorescence kinetic read | Potency, µM (highest dose often 57.3 µM), inactives show at the top dose activity, negative = inhibition, hits mostly inhibitors | hit rate 0.54% among 240,000;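 further: plate controls were vehicle for no effect and no enzyme for full effect; nearly all actives have a fitted effect of over 30% in size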
Target sequence (P46063 whole entry, looked up): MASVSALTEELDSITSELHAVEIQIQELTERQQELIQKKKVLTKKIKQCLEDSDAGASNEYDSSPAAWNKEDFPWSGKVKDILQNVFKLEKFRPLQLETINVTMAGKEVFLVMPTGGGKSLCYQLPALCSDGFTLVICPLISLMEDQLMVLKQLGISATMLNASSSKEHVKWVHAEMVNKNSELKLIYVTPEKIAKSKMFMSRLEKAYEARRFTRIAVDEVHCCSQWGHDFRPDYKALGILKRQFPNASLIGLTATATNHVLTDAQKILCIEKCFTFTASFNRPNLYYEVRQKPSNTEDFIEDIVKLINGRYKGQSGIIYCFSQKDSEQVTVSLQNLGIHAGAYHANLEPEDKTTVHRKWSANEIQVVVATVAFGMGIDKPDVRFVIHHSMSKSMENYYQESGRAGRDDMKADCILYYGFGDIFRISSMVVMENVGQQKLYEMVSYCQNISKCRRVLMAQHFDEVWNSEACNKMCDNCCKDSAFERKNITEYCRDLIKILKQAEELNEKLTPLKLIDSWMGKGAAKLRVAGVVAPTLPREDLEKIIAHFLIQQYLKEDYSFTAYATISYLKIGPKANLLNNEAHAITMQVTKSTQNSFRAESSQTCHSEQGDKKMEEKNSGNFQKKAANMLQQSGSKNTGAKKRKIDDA
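RECQ1T1 50 nM; forked duplex (20 bp + 30-nt ss tails) 200 nM, ATP 2 mM final; pH 8.0, 2 mM MgCl2, 2.5 ug/ml poly(dI-dC); 15 min compound preincubation; discontinuous kinetic read over 2 h at RT.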
L3MBTL1 block: inhibitors of human L3MBTL1; AID 485360; Potency, µM (top dose mostly 57.1 µM), for the others: at the highest dose activity, negative = inhibition, hits mostly inhibitors; Q9Y468; hit rate 0.66% among 230,000; AlphaScreen L3MBTL1–H3K9me1 peptide binding; further: nearly all actives have a fitted effect of over 60% in size
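AlphaScreen proximity signal between nickel-chelate acceptor and streptavidin donor beads (final 10 ug/mL) reports binding of 50 nM L3MBTL1 to 75 nM biotin-H3 K9me1 peptide; complex incubated with compounds 30 min at room temperature; cefsulodin titration as control.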
GAA glycogen mod: GAA glycogen-cleavage inhibition or activation; P10253; recombinant GAA, glycogen substrate, Amplex Red glucose oxidase fluorescence; Potency, µM (titrated, usually from 76.4 µM), inactives show at the top dose activity change, negative = inhibition, hits mostly inhibitors; hit rate 0.38% among 300,000;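 further: 0% = full enzyme reaction and -100% = no-enzyme basal signal; the screen sought inhibitors and activators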
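Natural-substrate format: glycogen cleavage by 4 nM human enzyme, glucose read by Amplex Red coupling (Ex 573, Em 610 nm). Normalized to enzyme and no-enzyme controls.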
GAA inh: blocks human lysosomal alpha-glucosidase | purified human GAA, 4-MU-alpha-glucoside fluorescence | Potency, µM (top dose mostly 76.9 µM), for the others: at the highest dose activity change, negative = inhibition, usual class: inhibitors | hit rate 0.005% among 200,000 | AID 1466;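 further: plate controls were uninhibited enzyme wells for no effect and no-enzyme background for full effect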
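Fluorogenic assay: 4 nM human alpha-glucosidase with 400 uM 4-methylumbelliferyl-alpha-D-pyranoside in 50 mM citrate/phosphate, 0.005% Tween-20, pH 5.0, 20 min at room temperature. Compounds tested up to 77 uM; AC50 from Hill fits.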
GAA spleen mod: inhibits or activates alpha-glucosidase in human spleen homogenate; P10253; Potency, µM (highest dose often 79.9 µM), for the others: at the top dose activity change, negative = inhibition, actives largely listed as inhibitors; human spleen homogenate, 4-MU-alpha-glucoside fluorescence; hit rate 0.006% among 240,000;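 further: 0% = enzyme with vehicle and -100% = no enzyme basal signal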
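AC50 values come from Hill-equation fits of concentration-response data, normalized to no-enzyme and full-activity controls. Enzyme source: 1 ug human spleen homogenate; 1 mM fluorogenic 4-MU glucoside, pH 5.0 citrate buffer, 37 C, 40 min.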
An asterisk follows results filed as active; i = inactive; u = inconclusive; x = no result given; [ ] = dose if it differs, or a comment. Unless noted, the call rests on the fitted dose curve; in most records, active means well fitted curve in the direction sought with a large enough effect; inconclusive means small, poorly fitted or top-dose-only effect, or another doubt; inactive means no such curve, though single readings can be large; an effect the other way counts as inactive or inconclusive. Unless noted, on the % scale 0 is the no-effect control and ±100 the full control effect; potency means the concentration at half of the fitted maximal effect.

Molecule	GoLoco inh red	TexasRed fluor	TRb-SRC2 inh	RECQ1 helicase	L3MBTL1 block	GAA glycogen mod	GAA inh	GAA spleen mod
COc1cccc(C(=O)NC(=S)Nc2ccc(N3CCCC3)cc2)c1	5%	-5%	2%	-15%	u	-23%	0%	-1%
Cc1ccc(-c2noc(CSc3nnc(-c4ccncc4)n3-c3ccc(F)cc3)n2)cc1	14%	2%	11%	i	x	-3%	-2%	4%
COc1ccccc1OCC(=O)N/N=C1\CCc2ccccc21	26%	2%	-5%	-1%	x	-1%	-5%	-2%
CCSc1nnc(-c2cc(Br)ccc2N=Cc2c(C)[nH]n(-c3ccccc3)c2=O)c(=O)[nH]1	8%	0%	3%	i	x	-28%	-32%	0%
CCCC(=O)Nc1ccc(C(N)=O)cc1	-9%	-4%	-2%	i	2%	1%	-4%	5%
O=C(NCc1ccc(F)cc1)c1ccc(CNc2c(N3CCOCC3)c(=O)c2=O)cc1	8%	-7%	-4%	-5%	x	1%	x	1%
O=C(/C=C/c1ccc(Cl)cc1)N(Cc1cccs1)C1CCS(=O)(=O)C1 (stereo not drawn)	-5%	-7%	-2%	i	39%[activator]	1%	x	4%
Cc1[nH][nH]c(=O)c1C(c1ccccc1[N+](=O)[O-])C(C#N)C#N (stereo not drawn)	-1%	3%	1%	-3%	x	-18%	1%	-1%
Cc1cc(C(=O)OCC(=O)Nc2ccc(S(=O)(=O)N3CCOCC3)cc2)c(C)o1	40%[activator]	-4%	0%	i	-8%	-1%	-18%	-4%
C#CCn1cc(/C=N/Nc2nc3ccccc3[nH]2)c2ccccc21	-1%	12%	-6%	-3%	-23%	u	3%	-8%
CC(C)CCNC(=O)NC(=O)COC(=O)CNC(=O)C1CCCCC1	6%	-5%	-5%	-14%	-15%	9%	2%	-6%
CCN(CC)CCOC(=O)c1ccc(NC(=O)/C=C/c2cccs2)cc1	2%	-2%	3%	11%	11%	-3%	-2%	-3%
O=c1cc(CSc2ccccc2)nc(-c2ccccc2)[nH]1	12%	-3%	-2%	-17%	u	0%	-3%	2%
CCOC(=O)c1cc(C(=O)c2cc(Br)ccc2O)coc1=N	11%	0%	-1%	-7%	x	-1%	1%	-2%
S=C(c1ccccc1)N1CCN(C(=S)c2ccccc2)CC1	6%	-3%	-1%	1%	3%	-7%	0%	-6%
COc1ccc2cc(C3(C)NC(=O)NC3=O)ccc2c1 (stereo not drawn)	12%	1%	-3%	-12%	-2%	3%	-15%	-10%
CCCN(Cc1ccccc1)C(=S)Nc1ccc(C(C)=O)cc1	2%	-1%	-4%	3%	-14%	-13%	-1%	8%
C=CCNCC(=O)NN=C(c1ccccc1)c1ccccc1	14%	-3%	-4%	-1%	7%	5%	-1%	10%
COC(=O)CCC(=O)N1CCCC(CNS(=O)(=O)c2ccc(OC)cc2)C1 (stereo not drawn)	-3%	0%	-2%	0%	2%	-3%	0%	-19%
O=C(NCCO)/C(=C\c1cccs1)NC(=O)c1cccs1	-9%	-4%	-1%	-12%	6%	2%	-1%	-7%
CCCCCCCCCCOC(=O)c1csc2nnsc12	-3%	-2%	6%	-1%	12%	9%	2%	2%
CC(C)OCCCNC(=O)CCSc1ccc(Cl)cc1	8%	3%	-3%	-9%	x	2%	-1%	-5%
CC1(C)Cc2c(sc3c2C2=NCCN2C=N3)CO1	-1%	0%	-4%	17%	x	5%	2%	0%
COC(c1ccccc1)c1nnc(CCC(=O)N2CCCCCCC2)o1 (stereo not drawn)	15%	-2%[53 µM]	-3%[53 µM]	-3%	9%	-5%	6%	-4%
CCOC(=O)C1CCN(Cc2oc(CO)cc(=O)c2O)CC1	-39%	0%	3%	7%	x	-3%	-5%	-4%
CCOC(=O)NN1C(=O)c2ccccc2NC1c1ccccc1F (stereo not drawn)	4%	0%	-1%	0%	x	-4%	10%	2%
COc1ccc(S(=O)(=O)N(C)CC(=O)Nc2ccccc2C(F)(F)F)cc1OC	0%	3%	6%	-5%	x	-3%	-8%	2%
Cc1ccccc1Nc1nc(N)nc(CSCc2c(C)noc2C)n1	5%	1%	-13%	1%	-2%	-2%	-4%	8%
Cc1cccc(-c2n[nH]c(=S)n2C)c1	-4%	0%	0%	-1%	17%	-6%	1%	-16%
Cc1cccc(NC(=O)CCC(=O)N/N=C/c2ccncc2)c1	3%	-3%	-1%	-4%	23%	-3%	7%	1%

Compound profiles, as listed above. Screens in order: GoLoco inh red, TexasRed fluor, TRb-SRC2 inh, RECQ1 helicase, L3MBTL1 block, GAA glycogen mod, GAA inh, GAA spleen mod
Listed for `CCCN(Cc1ccccc1)C(=S)Nc1ccc(C(C)=O)cc1` → 2%, -1%, -4%, 3%, -14%, -13%, -1%, 8%
Listed for `Cc1ccc(-c2noc(CSc3nnc(-c4ccncc4)n3-c3ccc(F)cc3)n2)cc1` → 14%, 2%, 11%, i, x, -3%, -2%, 4%

Continuation:
Molecule	GoLoco inh red	TexasRed fluor	TRb-SRC2 inh	RECQ1 helicase	L3MBTL1 block	GAA glycogen mod	GAA inh	GAA spleen mod
O=C(CCl)Nc1cc(S(=O)(=O)N2CCOCC2)ccc1N1CCOCC1	7%	-1%	0%	i	6%	5%	12%	-1%
O=S(=O)(Nc1ccc2c(c1)OCCO2)c1ccc(Br)s1	11%	3%	-2%	-10%	6%	-11%	1%	-3%
CCOC(=O)C1=NNC2(c3ccc(Cl)cc3)C(=O)N(c3cc(C)cc(C)c3)C(=O)C12 (stereo not drawn)	-2%	1%	-6%	5%	-3%	-5%	-1%	-11%
CC(C)SC(=N)N	3%	1%	-1%	-2%	x	x	x	6%
Cc1cc(C)n2c(SCC(=O)N(C)C3CCS(=O)(=O)C3)nnc2n1 (stereo not drawn)	11%	0%	-2%	i	4%	14%	4%	-3%
COc1cc(NC(=O)c2ccc(S(=O)(=O)N(C)C)cc2)cc(OC)c1OC	3%	0%	6%	-3%	-2%	5%	u	3%
CC(=O)Nc1ccc2[nH]c3ccccc3c2c1	x	-4%	1%	-6%	2%	3%	3%	8%
C=CCNC(=O)c1cc2c(=O)c3ccccc3oc2nc1C	156%[activator]	0%	4%	28µM*	-4%	-7%	7%	-9%
Cc1occc1C(=O)NNC(=O)c1ccccc1C(=O)O	8%	0%	-13%	-2%	1%	-11%	5%	-13%
CC1C2=C(CC(C)(C)CC2=O)NC2=C1C(=O)CC(C)(C)C2	3%	-2%	0%	i	-4%	7%	u	x
COc1ccc(Cl)cc1-c1nc(N)nc(NC2CCCCC2)n1	-4%	-2%	0%	-2%	1%	5%	1%	2%
COC(=O)c1ccccc1N=Nc1c(C)[nH][nH]c1=O	11%	u	2%	-16%	-11%	-9%	x	-9%
COc1ccc(N2CCn3c2nc2c3c(=O)n(CCN3CCOCC3)c(=O)n2C)cc1	8%	-11%	-4%	i	41%	16%	-10%	6%
C=CCN(CC=C)S(=O)(=O)c1ccc(F)cc1	-3%	0%	-10%	6%	x	8%	3%	-18%
O=C1NCCN1C(=O)c1ccco1	x	-4%	0%	-5%	3%	3%	-21%	4%

Overlap with the part before: three compounds; new compounds follow.
Molecule	GoLoco inh red	TexasRed fluor	TRb-SRC2 inh	RECQ1 helicase	L3MBTL1 block	GAA glycogen mod	GAA inh	GAA spleen mod
COc1ccc(N2CCn3c2nc2c3c(=O)n(CCN3CCOCC3)c(=O)n2C)cc1	8%	-11%	-4%	i	41%	16%	-10%	6%
C=CCN(CC=C)S(=O)(=O)c1ccc(F)cc1	-3%	0%	-10%	6%	x	8%	3%	-18%
O=C1NCCN1C(=O)c1ccco1	x	-4%	0%	-5%	3%	3%	-21%	4%
COc1cc(C(=O)O)nc(OC)n1	6%	6%	6%	i	x	-10%	-4%	4%
COc1ccc(Oc2nc(C)cc(C)c2S(C)(=O)=O)cc1	-4%	1%	-1%	0%	-1%	12%	4%	-2%
CCOCCCNC(=S)NCCCNc1nc2cc3c(cc2cc1C#N)OCO3	14%	-6%	-2%	13%	14%	-5%	u	-6%
COC(=O)c1cc(NC(=O)c2cc(C(C)(C)C)nn2Cc2ccc(F)cc2)ccc1N1CCOCC1	6%	0%	-2%	-4%	x	0%	x	-8%
CCn1c(COc2cccc(C)c2C)nnc1SCC(=O)N1CCN(c2ccc(OC)cc2)CC1	-7%	-1%	-1%	0%	-1%	3%	-6%	7%
COc1ccc(C)cc1NC(=O)C(OC(=O)c1cccc(S(=O)(=O)N(C)c2ccccc2)c1)c1ccccc1 (stereo not drawn)	8%	-2%	2%	-3%	3%	2%	u	1%
Fc1ccc(CSc2nc3ncccc3[nH]2)cc1	-4%	-7%	0%	-7%	-3%	1%	4%	9%
Cn1c(C(=O)NCCCN2CCCCC2)cc2sccc21	1%	1%	7%	-7%	-11%	-2%	-3%	-1%
CC1(C)OC(=O)N(CC(=O)Nc2cccc(C(F)(F)F)c2)C1(C)O (stereo not drawn)	-5%	0%	-1%	-1%	x	-1%	-5%	0%
Cn1cc(/C=N\NC(=O)c2cccs2)c2ccccc21	4%	-3%	0%	-13%	-3%	-2%	-4%	6%
Cc1n[nH]c(=O)nc1NCCN(C)C	x	0%	-6%	-3%	0%	14%	2%	2%
COc1ccc(C(=O)NNC(=O)CSc2nnc(COc3ccccc3OC)n2C)cc1	-2%	4%	10%	5%	0%	5%	5%	0%
Cc1ccccc1OCC(=O)Nc1ccc(N2CCN(S(C)(=O)=O)CC2)cc1	-2%	2%	-6%	i	4%	4%	-8%	-1%
CCC(C)NCCOCCOc1ccc(C)cc1Br (stereo not drawn)	-3%	1%	2%	8%	3%	2%	2%	-16%
Cn1c(=O)[nH]c(=O)c2c1nc(N1CCCCC1)n2CCCSc1nnnn1-c1ccccc1	0%	1%	-4%	2%	-14%	-6%	0%	-4%
O=C(CSc1ccc(-c2ccc(F)cc2)nn1)N1CCOCC1	7%	1%	3%	-1%	x	-10%	5%	0%

Assay outcomes from PubChem.

A portion of the library. The share of hits here may be higher or lower than overall.
